LYP phosphatase – inhibitors of LYP phosphatase, biochemical, fluorescence intensity, uHTS (AID 1779). recombinant LYP phosphatase, fluorescence intensity; higher % means a stronger effect. inhibition, % at 11.5 µM, or IC50 in µM where a hit was titrated. 290,000 tested, 0.054% active;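 note: plate controls were vehicle with enzyme for no effect and no enzyme for full effect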
HEK293 NOD2/NF-kB – NOD2 signaling inhibitors, cell-based, luminescence, uHTS, HEK293 (AID 1566); HEK293 NOD2/NF-kB luciferase reporter, luminescence; higher % means a stronger effect; inhibition, % at 4 µM; hits with a dose series show EC50 in µM; 290,000 tested, 0.63% active; note: many of its hits are not listed in these tables
AID2073 – inhibitors of Mint1-CaV2.2 protein interaction, biochemical, HTRF (AID 2073) | HTRF protein-protein interaction, Mint1-CaV2.2; higher % means a stronger effect | inhibition, % at 20 µM; hits with a dose series show IC50 in µM | 290,000 tested, 0.19% active; in the data active = inhibition mostly above about 51%, no sharp cut-off; inconclusive = no clear call, values can overlap the other calls; inactive = mostly below about 53%; note: some results filed as inactive read as strong as hits
P. falciparum M17LAP – P. falciparum M17LAP inhibitors, primary screen, biochemical, fluorogenic H-Leu-NHMec substrate, 1536-well (AID 1619). recombinant M17LAP, H-Leu-NHMec fluorogenic kinetic assay; higher % means a stronger effect. one-dose inhibition, % at 30 µM; IC50 in µM for titrated hits. 220,000 tested, 0.38% active;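 active = compound inhibiting the enzyme by more than half at any dose during confirmatory dose-response retesting; inconclusive = strong single-dose inhibitors picked by rank but not retested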;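 note: plate controls were full reaction with DMSO carrier for no effect and no enzyme background for full effect; strong numbers were not always called active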
Lipid droplet – modulators of hepatic lipid droplet formation; AML12 mouse hepatocytes, oleate lipid droplets, BODIPY imaging; inhibition, % at 6.5 µM; 240,000 tested, 0.4% active;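 active = lipid droplet intensity inhibited by at least 50%, with more than 500 cells counted; inconclusive = wells with under 300 cells, treated as cytotoxic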
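Assay system: AML12 hepatocytes (mouse) / Also added: 100 µM oleic acid challenge / Times: overnight treatment with compound plus oleate / Detection: high-content imaging of BODIPY-stained droplets and DAPI nuclei / Evaluation: % inhibition of lipid droplet signal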
XIAP displacement – small molecules displacing peptide from XIAP – biochemical, IAP family, fluorescence polarization (AID 1018). XIAP BIR domain, fluorescence polarization peptide displacement; higher % means a stronger effect. displacement, % at 20 µM, or IC50 in µM where a hit was titrated. 200,000 tested, 0.007% active; in the data active = displacement above about 50%; note: a part of the inactive calls stands beside numbers as strong as those of hits
M1AAP inhibition – P. falciparum M1AAP inhibitors, biochemical, fluorogenic H-Leu-NHMec substrate, 1536-well (AID 1445). recombinant M1AAP, H-Leu-NHMec fluorogenic kinetic assay; higher % means a stronger effect. inhibition, % at 30 µM; hits with a dose series show IC50 in µM. 220,000 tested, 0.42% active;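 active = primary inhibition above the hit cutoff, then over 50% inhibition at one or more dose response concentrations, cut at about 23% in these data, passing the limit was not always enough; inconclusive = conflicting primary data, or primary hits not chosen for dose response; inactive = low primary inhibition, or under 50% at every dose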;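 note: plate controls were DMSO full reaction for no effect and no enzyme background for full effect; strong numbers were not always called active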
Siah-1 displacement – blockers of Siah-1 interaction with plectin peptide – biochemical, fluorescence polarization, rhodamine-plectin, uHTS, primary screen (AID 1817); Siah-1 / rhodamine-plectin peptide fluorescence polarization; higher % means a stronger effect; displacement, % at 20 µM, or IC50 in µM where a hit was titrated; 290,000 tested, 0.02% active;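 active = displacement of at least 50% at 20 µM, with a fluorescence ratio check between 0.3 and a set limit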;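 note: plate controls were Siah plus tracer with DMSO for no effect and tracer alone without Siah for full effect; strong numbers were not always called active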
ER stress rescue – protection against thapsigargin-triggered cell killing – 384-well, CSM14.1, ATP luminescence, primary screen (AID 1222); CSM14.1 thapsigargin-induced death rescue, ATP luminescence; higher % means a stronger effect; cellular ATP content (survival), % at 20 µM; hits with a dose series show EC50 in µM; 190,000 tested, under 10 active;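 active = EC50 below 50 µM in the dose-response confirmation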;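 note: death triggered by thapsigargin at about 15 µM added after 2 h compound pretreatment; cell ATP read after overnight thapsigargin exposure of roughly 18 to 22 hours; normalized against plate controls of thapsigargin alone and 5% DMSO vehicle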
Lipid droplet cells 6.5 µM – further read-out of Lipid droplet, marked with its call; cell count; measured here: cell count, cytotoxicity flag;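 cells counted across two imaged fields per well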
* = called active by the depositor; ? = inconclusive; . = no result given; & = joins results of further samples. Cut-off read from the data, not from the text of the source, unless noted: active = inhibition above about 50%; inactive = the rest. Only part of the results is shown. The share of hits here may be higher or lower than overall.

SMILES | LYP phosphatase | HEK293 NOD2/NF-kB | AID2073 | P. falciparum M17LAP | Lipid droplet | Lipid droplet cells 6.5 µM | XIAP displacement | M1AAP inhibition | Siah-1 displacement | ER stress rescue
COC(=O)c1cc(Cl)c(N)cc1OC | -1% | -12% | 6% | -5% | . | . | -3.4% | -6% | -3% | -2.4%
Cc1ccnc(NC(=O)CSc2nnc3c(n2)[nH]c2ccccc23)c1 | -8% | 11% | -8% | 11% | -7 | 703 | 0.8% | 3% | -2% | -0.8%
CCOC(=O)C1CCN(C(=O)c2ccccc2NC(=O)C2=C(C)OCCS2)CC1 | -14% | 3% | 7% | . | 5 | 691 | . | . | -2% | .
C#CCOc1ccccc1CNC1CCN(Cc2ccccc2)CC1 | -13% | -4% | 14% | . | . | . | . | . | 2% | .
CCc1ccc(NC(=O)C2CCCN(S(=O)(=O)c3ccc4c(c3)CCCN4C(C)=O)C2)cc1 (stereo not drawn) | -5% | 20% | 11% | . | -6 | 747 | . | . | 4% | .
CN1CCN(CCC(=O)Nc2ccc(F)c(F)c2)CC1 | -10% | -8% | -4% | -9% | 5 | 783 | -3.9% | -2% | -2% | -1.0%
Cc1ccc(NC(=O)c2ccc3c(=O)n4c(nc3c2)CCCCC4)cc1F | -4% | 27% | 8% | . | -4 | 782 | . | . | 3% | .
COC(=O)C1C(C(=O)OC)C1(c1ccccc1)c1ccccc1 (stereo not drawn) | -7% | 13% | 7% | 10% | -9 | 670 | . | -2% | 3% | .
O=C(O)CCC(=O)N1N=C(c2ccco2)CC1c1cccs1 (stereo not drawn) | -2% | 12% | 75% | 9% | -11 | 635 | 16% | -6% | 17% | -0.2%
O=C1C(=O)N(CCN2CCOCC2)C(c2ccc(Cl)c(Cl)c2)/C1=C(/O)c1ccc2c(c1)OCO2 (stereo not drawn) | -5% | 9% | 14% | . | -25 | 651 | . | . | 4% | .
c1ccc(Nc2nc(-c3cccnc3)cs2)nc1 | -9% | -205% | -19% | -11% | . | . | -6.0% | 3% | -2% | -1.1%
CCC(C)n1c(-c2cccc(S(=O)(=O)N(CC)CC)c2)n[nH]c1=S (stereo not drawn) | -4% | -6% | -8% | 0% | 1 | 689 | -3.2% | -1% | 8% | -4.5%
CN1C(=S)SC2CS(=O)(=O)CC21C (stereo not drawn) | -3% | 10% | 7% | -10% | -20 | 782 | . | 7% | 4% | .
Cc1ccc(F)c([C@H]2[C@@H]3C=CCC[C@@]3(C)C(=O)N2Cc2ccccc2)c1 | -4% | 7% | 0% | 14% | 7 | 686 | . | -3% | -5% | .
CCOC(=O)Cn1c(-c2nonc2NC(=O)c2ccccc2F)nc2ccccc21 | -2% | -4% | 20% | 13% | 16 | 820 | -11% | 2% | -2% | 1.5%
O=C(NCCc1ccccc1)c1cnc2sccn2c1=O | 2% | -28% | -7% | 15% | -1 | 725 | -5.8% | 8% | 21% | -1.3%
Cc1ccc(C)n1-c1ncc(Br)cn1 | -4% | -10% | 2% | 3% | -10 | 663 | -6.5% | 6% | 2% | -1.0%
COc1ccc(CN2C(=O)CCC(C(=O)O)C2c2ccccc2)cc1 (stereo not drawn) | -5% | 6% | 6% | -1% | -1 | 636 | -4.6% | -2% | -2% | -1.0%
COc1cccc2sc(N(CCCN(C)C)C(=O)c3ccc(S(=O)(=O)N4CCCc5ccccc54)cc3)nc12 | -5% | 6% | 0% | . | -13 | 769 | . | . | -2% | .
CC(CSc1nnnn1-c1ccccc1)Cn1c(N2CCN(C)CC2)nc2c1c(=O)[nH]c(=O)n2C (stereo not drawn) | -6% | 16% | 3% | 8% | -25 | 693 | -5.5% | 11% | -1% | .
O=S(=O)(Nc1cccc(-n2cnnn2)c1)c1ccccc1C(F)(F)F | -3% | 2% | 12% | . | -2 | 741 | . | . | -2% | .
CC(=O)c1ccc(NC(=O)C2CC(c3ccc(F)cc3)=NO2)cc1 (stereo not drawn) | -6% | 2% | -8% | 4% | . | . | 0.7% | -1% | 3% | -2.1%
O=C(COC(=O)c1ccco1)NCCNC(=O)COC(=O)c1ccco1 | -6% | 4% | 7% | . | 23 | 628 | . | . | 1% | .
Cc1cc(NC(=O)COC(=O)CNS(=O)(=O)c2ccc(C)c(C)c2)no1 | -7% | 17% | -2% | -4% | 13 | 707 | -5.1% | 8% | -3% | -1.5%
Cc1c([N+](=O)[O-])c([N+](=O)[O-])nn1CC(=O)NCCc1ccccc1 | -10% | 15% | 2% | 2% | -1 | 573 | -3.9% | -1% | -5% | -4.8%
O=C(O)c1ccc(-n2nc(C(F)(F)F)c3c2CCCC3)cc1 | -5%&-1% | 18%&11% | 0%&-1% | -4%&-10% | 2&9 | 689&793 | -5.0%&-6.6% | 4%&0% | 3%&-7% | -0.1%&-3.6%
CS(=O)(=O)N1N=C(c2ccccc2)CC1c1ccc2nccnc2c1 (stereo not drawn) | 1% | -2% | 27% | 17% | -17 | 657 | 2.7% | 6% | 7% | -1.9%
CC(=O)c1cccc(NC(=O)NCCc2c[nH]c3ccccc23)c1 | -12% | 7% | 11% | 4% | 7 | 648 | . | -1% | -10% | .
COc1ccc(Br)cc1C1N2CC3(C)CN1CC(C)(C2)C3=O (stereo not drawn) | 0% | -8% | ? | 11% | 1 | 608 | -4.3% | 3% | -6% | -1.1%
Cc1cccc(NC2=Nc3ccccc3N3C2=Nc2c(c(C)nn2-c2ccccc2)C3c2ccc(O)c(O)c2)c1 (stereo not drawn) | 1% | -9% | 54% | 3% | . | . | -5.3% | 4% | 1% | 0.1%
Cc1ccccc1C(=O)N1CCN(c2ccc([N+](=O)[O-])c(NCc3ccco3)c2)CC1 | 13% | 4% | 15% | 0% | . | . | -3.4% | 19% | -2% | 2.4%
CCOCCc1nnc(NC(=O)C2CCN(C(=O)c3ccco3)CC2)s1 | -6% | -5% | 4% | . | -7 | 813 | . | . | 1% | .
Fc1ccc2nc(N3CCCCC3)sc2c1 | -6% | -81% | -2% | -7% | . | . | -3.1% | 4% | -4% | -1.3%
Cc1cc(C(=O)OCC(=O)c2c(N)n(C)c(=O)n(C)c2=O)c(C)n1-c1ccccc1 | -2% | 22% | -2% | 9% | 2 | 758 | -2.5% | 1% | -4% | -1.4%
CCCCCCCCS(=O)C1CS(=O)(=O)CC1O (stereo not drawn) | -10% | 24% | -3% | -5% | -8 | 687 | . | -3% | 12% | .
Cc1ccc(N2CC(O)(c3cccs3)[N+]3=C2CCCC3)cc1 (stereo not drawn) | -6% | -3% | 0% | 2% | -19 | 660 | -3.6% | 4% | -6% | .
CCCCNCC(=O)Nc1ccc(NC(=O)CNCCCC)cc1 | -7% | 20% | -6% | 5% | . | . | -4.7% | -1% | 2% | -0.7%
CC(C)(C)Nc1nc(NCc2cccnc2)nc(N2CCOCC2)n1 | -5% | 16% | 4% | 10% | 2 | 662 | 3.4% | -2% | -4% | -2.9%
COc1ccc(Cl)cc1NC(=O)C/C(C)=N/NC(=O)COc1ccc(C)cc1 | -3% | 4% | 1% | . | 43 | 822 | . | . | 2% | .
Cc1cccc(N(CC(N)=O)S(C)(=O)=O)c1C | -1% | -5% | 6% | 6% | -60 | 681 | -6.0% | -1% | 0% | .
Cc1ccc(Sc2ccc(NC(=O)CCl)cc2)c(C)c1 | -4% | 3% | 2% | 24% | 16 | 637 | -0.9% | 8% | -3% | 1.0%
O=C(CSC(=S)N1CCOCC1)Nc1ncc2c(n1)CCCC2=O | -3% | 11% | -2% | -2% | 6 | 761 | . | 4% | 7% | .
O=C(CSc1nnc(-c2ccncc2)o1)Nc1ccccc1Cl | -1% | -31% | 8% | 7% | -10 | 634 | -4.1% | 6% | 8% | .
O=C(NCC(=O)N(c1ccc(F)cc1)C(C(=O)NCC1CCCO1)c1ccccc1)c1ccco1 (stereo not drawn) | -6% | -15% | 0% | 2% | . | . | -0.6% | -1% | -1% | 1.8%
O=C1CCCN2N=C(SCC(=O)Nc3cccc(Cl)c3)SC2=N1 | -3% | 44% | 10% | . | . | . | . | . | 5% | .
CC(NC(=O)Nc1ccccc1O)(C(F)(F)F)C(F)(F)F | -2% | 18% | 12% | 12% | -25 | 665 | -4.1% | 14% | 0% | -1.9%
CCN(CC)CCNC(=O)c1cn(CC)c2ccc(S(=O)(=O)N(C)C3CCCCC3)cc2c1=O | -2% | 16% | 2% | . | -3 | 742 | . | . | 0% | .
OCCNC(=S)Nc1cccc(Cl)c1Cl | -3% | 9% | -19% | 10% | -6 | 716 | . | 11% | 0% | .
CN1CCc2c(sc3c2C(=O)NC(c2ccccc2)N3)C1 (stereo not drawn) | 5% | -6% | -10% | -91% | -4 | 765 | -2.2% | 0% | 0% | -3.0%
CC(C)Oc1ccc(/C=N/NC(=O)c2ccc(N(Cc3ccccc3)S(C)(=O)=O)cc2)cc1 | -6% | -10% | 10% | 3% | -2 | 574 | -0.4% | 4% | 2% | -1.4%
O=c1oc(/C=C/c2ccc([N+](=O)[O-])s2)nc2ccccc12 | -8% | 14% | 6% | . | 0 | 818 | . | . | 35% | .
COc1ccc(OC)c2c1sc(=NC(=O)c1ccco1)n2C | -8% | 11% | 12% | 6% | . | . | -0.8% | -3% | 0% | 1.0%
NC(=O)NC1CCCc2c1[nH]c1ccc(Cl)cc21 (stereo not drawn) | -2% | 24% | 10% | 6% | -19 | 550 | -3.3% | 1% | 11% | 0.0%
COc1ccc(C(=O)O/N=C(\N)c2ccccc2)c(OC)c1 | 4% | -66% | 4% | -6% | -3 | 701 | -8.4% | 5% | 2% | -2.9%
COc1cccc(NCc2cc3c(C(C)(C)C)nn(-c4ccccc4)c3[nH]c2=O)c1 | -2% | 2% | -7% | 3% | -3 | 786 | -5.4% | 9% | -6% | -2.6%
O=C(N=C1SC2CS(=O)(=O)CC2N1c1ccc(Cl)c(Cl)c1)C1CCCO1 (stereo not drawn) | -12% | -11% | 0% | . | -6 | 604 | . | . | -2% | .

From PubChem
